# High-throughput results: PubChem BioAssay, Columbia University Molecular Screening Center
# mHtt clearance: clearance of mutant huntingtin inclusions, primary screen, imaging, HeLa Exon1htt(103Q)mCFP, confocal imaging. aggregate imaging; zero = plate's median compound well. AID 853, 2007. hit rate 0.42% among 47,000. inhibition, % at 1.5 µM;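 active = inhibition of aggregate fluorescence above about 70%, also judged a hit by eye on the cell image, limit read from the data, passing the limit was not always enough; inconclusive = no rule stated for this call; inactive = not judged a hit on image review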;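 also: cells exposed to compound for three days before fixation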
# mHtt clearance grain fraction: also measured in mHtt clearance; calls as there; fraction fluorescence in grains; measured here: aggregate grain fluorescence fraction; stronger effect = lower value;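 scaled fraction of total cell fluorescence in grains with unit not stated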
# * hit, by the source's call; ? = inconclusive; · = not tested or not shown. Not all compounds are listed, so the mix of outcomes need not match the whole.
mHtt clearance,mHtt clearance grain fraction,molecule
18,30,CCn1cc(C(=O)NCC2CCCO2)c(=O)c2cc(F)c(N3CCN(C)CC3)cc21 (stereo unspecified)
55,9,CCCOc1ccc2oc(=O)c3c(c2c1)CCCN3C(=O)CN1CCN(c2ncccn2)CC1
31,23,Cc1cccc(NC(=S)NNC(=O)c2ccc(Br)o2)c1
-10,46,COc1cc(NC(=O)CSc2nccc(C)n2)c(C(=O)O)cc1OC
-10,23,CCOC(=O)C1=C(N)n2c(s/c(=C/c3ccco3)c2=O)=C(C(=O)OC)C1c1ccco1 (stereo unspecified)
-3,34,Cc1cc(C)c(C(=O)/C=C/c2ccc(C(C)C)cc2)c(=O)[nH]1
-8,37,COc1cc2nc3c4ccccc4n(CC#N)c3nc2cc1OC
-47,58,COc1ccccc1NC(=O)NCC(=O)Nc1ccc(F)c(F)c1
0,20,O=C(c1ccco1)N1CCN(C(=O)C2CCCO2)CC1 (stereo unspecified)
-17,57,N#CC1=C(SCC(N)=O)NC(=O)CC1c1ccccc1Cl (stereo unspecified)
?,·,Cc1nc(SCC(=O)Nc2c(C)nn(C)c2C)c2cnn(-c3ccccc3)c2n1
-20,22,CCN1CCN(c2ccc(NC(=O)Cc3ccccc3)cc2)CC1
-33,28,c1ccc(OCCOCCN2CCOCC2)cc1
4,20,Cc1c(N=Cc2cccs2)c(=O)n(-c2ccccc2)n1C
28,12,Cc1nc2ccccc2c2nc(NC(=O)Cc3ccccc3)nn12
23,15,COc1cc(OC)cc(OCC(O)Cn2ccnc2C)c1 (stereo unspecified)
13,29,CCN1C(=O)/C(=C/N2CC(C)CC(C)C2)SC1=S (stereo unspecified)
-2,19,COc1ccc(S(=O)(=O)N2CCOCC2)cc1C(=O)Nc1ccon1
-40,50,CCC(=O)N1CCc2cc(S(=O)(=O)CCC(=O)Nc3ccc(CC)cc3)ccc21
-30,26,O=S1(=O)CCC(NS(=O)(=O)/C=C/c2ccccc2)C1 (stereo unspecified)
-5,18,Cc1nc(/N=C\N(C)C)sc1C(=O)Nc1ccccc1
-4,30,COc1ccc(CN2CCN(C(=O)c3cccnc3)CC2)cc1Br
20,27,C=CCn1c(Cc2nc3ccc(Cl)cc3[nH]2)n[nH]c1=S
32,11,CCOc1ccc(S(=O)(=O)Nc2cc(Cl)ccc2O)cc1
18,13,CSc1nc(-c2ccco2)nn1C(=O)Cc1ccccc1
21,27,CCCCc1[nH]nc2c1C1(C(=O)N(CC)c3ccccc31)C(C#N)=C(N)O2 (stereo unspecified)
22,14,CCOc1ccccc1N(CC(=O)O)S(=O)(=O)c1ccc(C)cc1
24,16,CCOc1ccc(OC(=O)C(CCS(C)(=O)=O)N2C(=O)c3ccccc3C2=O)cc1 (stereo unspecified)
-49,25,COc1ccc(OC)c(CNC(=O)COc2cc(=O)n(C)c3ccccc23)c1
8,16,c1cc(-c2noc(-c3ccc4c(c3)OCO4)n2)ccn1
-3,20,c1cncc(C(c2nnnn2C2CCCCC2)N2CCN3CCCC3C2)c1 (stereo unspecified)
-62,28,Cn1cccc1-c1nc2ccc(NC(=O)c3cccs3)cc2[nH]1
-23,49,Cc1ccc(NC(=O)N(Cc2cccnc2)Cc2ccco2)cc1C
-24,35,CCOC(=O)CSc1nnc(CSc2nc3sc4c(c3c(=O)[nH]2)CCC4)n1-c1ccccc1
-13,41,N=c1n(CCO)c2ccccc2n1Cc1ccccc1Cl
22,27,CC1CCCN(c2nc3c(c(=O)n(C)c(=O)n3C)n2CCSc2nc3ccccc3s2)C1 (stereo unspecified)
57,8.5,C=CCOn1c(C)c(C(C)=O)c2c3no[n+]([O-])c3ccc21
-16,21,O=C(CN1C(=O)NC2(CCCCCC2)C1=O)N1CCC(Cc2ccccc2)CC1
35,23,O=C1C2CCCN2C(c2ccccc2)N1c1nccs1 (stereo unspecified)
23,18,CC(C)CCNC(=O)C1CC(=O)N(C2CCCC2)C1 (stereo unspecified)
-6,43,CCOc1nc(NCCN2CCOCC2)nc(Nc2ccc(C)cc2)n1
21,15,O=C(CSc1nnc(-c2cccs2)n1-c1ccccc1)N1CCc2ccccc21
30,13,O=c1cc(N2CCC3(CC2)OCCO3)[nH]c(=O)n1C1CCCCC1
-2,34,Cc1ccc2c(c1)NC(=O)C(CC(=O)NC1CCCCC1C)O2 (stereo unspecified)
-62,33,O=C(c1cccc(Cl)c1)N1CCN(C2CCCCCC2)CC1
5,19,CCCCn1c(CCNC(=O)c2cccs2)nc2ccccc21
-4,19,CCOc1ccccc1NC(=O)C1CC2CCCC(C1)C2=O (stereo unspecified)
-50,30,Cc1cccc(Nc2nnc(SCc3cn4ccsc4n3)s2)c1
0,43,CCN1CCN(Cc2c(O)ccc3c(=O)c(-c4ccc(OC)c(OC)c4)c(C)oc23)CC1
27,24,CC1CC(=O)N(CC(=O)NCc2ccc3c(c2)OCO3)c2ccccc2S1 (stereo unspecified)
29,27,COc1ccc(NC(=O)C23CC4CC(C2)CC(n2cnc(Br)n2)(C4)C3)cc1OC
21,27,CC(C)CN1C(=O)NC(NC(=O)c2cccs2)(C(F)(F)F)C1=O (stereo unspecified)
25,13,CC(C)(C)OC(=O)N1CCN(c2ccc(NC(=O)Cn3nnc(-c4ccccc4)n3)cc2)CC1
42,12,N#Cc1ccccc1NC(=O)Nc1cccs1
-109,40,CCOC(=O)c1cnc(SCC(=O)Nc2ccc3c(c2)OCCO3)nc1N
27,26,C=CCN(CC=C)Cc1ccc(C(=O)OC)o1
-12,40,COc1cc(NC(=O)c2cc(C(C)C)on2)cc(OC)c1OC
10,18,N/C(=N\OC(=O)Cc1cccc2ccccc12)c1ccccn1
19,40,O=C(COc1ccc(F)cc1)Nc1nccs1
-23,46,COc1cccc(/C=N/n2c(-c3cccs3)n[nH]c2=S)c1

# Remaining list, next part:
mHtt clearance,mHtt clearance grain fraction,molecule
-27,25,Cc1nc(SCC#N)c2c3c(sc2n1)CCC3
24,14,Cc1cc(C(=O)CN2C(=O)NC(c3ccccc3)(c3ccccc3)C2=O)c(C)n1Cc1ccco1
-82,60,CCc1n[nH]c2c1/C(=N\O)CC(C)(C)C2
-5,49,Cc1cc(C)cc(NC(=O)C2CCCN(c3nccc(C)n3)C2)c1 (stereo unspecified)
9,18,COc1ccc(NC(=O)CSc2[nH]c(=O)cc(C)c2C#N)cc1OC
-3,20,CCC(=O)NCCc1nc2ccccc2n1Cc1ccccc1
1,52,O=S(=O)(NCCc1csc(-c2cccnc2)n1)c1ccc2c(c1)OCCO2
-13,23,Cc1cc(NC(=O)C2CCN(S(=O)(=O)Cc3ccccc3)CC2)ccc1-n1cnnn1
-57,53,CC(C)(C)CC(=O)Nc1nnc(-c2cccs2)s1
0,38,CCOC(=O)C1CCN(C(=O)c2n[nH]c(=O)c3ccccc23)CC1
20,27,O=C(Nc1ccc2oc(=O)ccc2c1)c1ccco1
-31,24,N#CCCSCc1ccc(OCC(=O)O)cc1
-13,20,CCc1nnc(NC(=O)CN2CCN(c3ccc(Cl)cc3)CC2)s1
5,18,COc1ccc(C(C)C)cc1S(=O)(=O)n1cnc(C)c1
-23,22,O=C(N1CCOCC1)C1(c2ccccc2)CCCCC1
54,8.7,CCn1cc(Br)c(C(=O)NCc2ccco2)n1
-61,31,CCOc1ccc(N2CC(C(=O)Nc3ccc(N4CCOCC4)cc3)CC2=O)cc1 (stereo unspecified)
-1,37,Cc1cc(OCCOCCN2CCCC2)ccc1C(C)C
7,29,Cn1c(SCC(=O)NCCN2C(=O)CSC2=O)nc2ccccc2c1=O
-38,23,CCOc1ccc(CNC(=O)C2CCCN(S(C)(=O)=O)C2)cc1OC (stereo unspecified)
-12,41,CCc1ccc(N/C(SCc2cccc(F)c2)=C(/C#N)C(=O)NCc2ccco2)cc1
7,19,CCOC(=O)C1C(=O)CC(C)(O)C(C(=O)OCC)C1/C=C/c1ccccc1 (stereo unspecified)
8,40,CCN(CCCNC(=O)C1CCC(=O)N1C1CCCC1)c1cccc(C)c1 (stereo unspecified)
-22,38,COc1ccccc1Nc1ncccc1C(=O)O
11,38,Cc1cc(C(=O)COC(=O)c2n[nH]c3ccccc23)c(C)n1CC1CCCO1 (stereo unspecified)
35,14,O=C(CN1C(=O)CCS(=O)(=O)c2ccccc21)Nc1cccc(Cl)c1
10,32,Cc1ccc(S(=O)(=O)CC#CCOC(=O)c2ccc([N+](=O)[O-])cc2)cc1
-27,23,Cc1cc(C)nc(NCCCc2ccccc2)n1
-5,22,COCc1c(C(=O)OCC(=O)N2c3ccccc3NC(=O)C2(C)C)oc2ccccc12
-16,23,Cc1ccc(NN2C(=O)C=C(c3ccc(Cl)cc3)C2=O)cc1
-38,26,COc1ccc(/C=N/NC(=O)CCc2c(C)n[nH]c2C)cc1O
1,21,CCOC(=O)c1c(C)[nH]c(C)c1-c1ccccc1OC
0,38,COc1ccccc1C(CC(=O)Nc1nccs1)c1ccco1 (stereo unspecified)
2,20,Cc1nnc(SCC(=O)NCCN2C(=O)CSC2=O)s1
-45,25,COc1ccc(CNC(=O)C2CCNCC2)cc1
-72,76,Cn1c(=O)c2c(nc(CN3CCc4ccccc4C3)n2CC(=O)c2ccccc2)n(C)c1=O
8,17,CCSc1nc2ccccc2n1CC(N)=O
-48,30,COc1ccccc1Nc1nnc(SCC(=O)N2CCCC2=O)s1
19,16,O=C(NCCc1ccccc1)c1nc2nc(-c3cccs3)cc(C(F)(F)F)n2n1
12,15,COc1cccc(C(=O)/C=C/Nc2cc(C)ccc2O)c1
0,40,CCOc1ccc(S(=O)(=O)N2CCN(c3ccc(OC)cc3)CC2)c2cccnc12
-19,22,O=C(NCc1ccco1)Oc1ccccc1
21,29,O=C(N1CCOCC1)C12CCC3CC(CC(C3)C1)C2
-8,33,O=C1CCCC2=C1C(c1cccs1)n1nc(SCc3ccccc3)nc1N2 (stereo unspecified)
6,36,Cc1nnc(SCC(=O)N2CCOCC2)c2ccccc12
39,13,COc1ccc(C2C(C(=O)c3cccs3)=C(O)C(=O)N2c2nnc(C)s2)cc1OC (stereo unspecified)
44,18,COc1ccccc1C(=O)NCCc1nc2ccccc2[nH]1
-11,40,CC(C)c1ccccc1N=C1SCCN1C1CCS(=O)(=O)C1 (stereo unspecified)
-5,21,Cc1c(C(=O)Nc2cnccn2)oc2ccccc12
1,19,Cc1ccc(-c2nn(-c3ccccc3)cc2CO)o1
13,17,Cc1cc(CN2CCOCC2)c(O)c(C2(C)CCCCC2)c1
26,13,O=C(c1cccc(Br)c1)N1CCN(C(=O)N2CCOCC2)CC1
0,36,O=C1c2cnc3nc(SCc4ccc(Cl)cc4)nn3c2CC2c3ccccc3CCN12 (stereo unspecified)
-43,57,CC(=O)N(c1ccc(Cl)cc1)c1c[nH]c2ccccc12
-20,46,C=CCn1c(SCC(=O)NC2CCS(=O)(=O)C2)nc2sc(CC)cc2c1=O (stereo unspecified)
-84,33,CCCc1cc(=O)[nH]c(SCC(=O)c2cc(C)n(C)c2C)n1
-23,47,c1ccc(-n2nnnc2N2CCOCC2)cc1
25,28,CCC(=O)Nc1c(C)cc(C)cc1Cl
-122,40,CCOCCn1c(CN2CCN(c3ccc(OC)cc3)CC2)nc2c1c(=O)n(C)c(=O)n2C
2,51,Cc1ccc(-n2ncc3c(=O)[nH]c(SCC(=O)N4CCCCC4)nc32)cc1

# Exported with two lines to a compound: entries from further up.
# Results follow in this order: mHtt clearance	mHtt clearance grain fraction
> O=C(NCCc1ccccc1)c1nc2nc(-c3cccs3)cc(C(F)(F)F)n2n1
→ 19	16
> COc1cccc(C(=O)/C=C/Nc2cc(C)ccc2O)c1
→ 12	15
> CCOc1ccc(S(=O)(=O)N2CCN(c3ccc(OC)cc3)CC2)c2cccnc12
→ 0	40
> O=C(NCc1ccco1)Oc1ccccc1
→ -19	22
> O=C(N1CCOCC1)C12CCC3CC(CC(C3)C1)C2
→ 21	29
> O=C1CCCC2=C1C(c1cccs1)n1nc(SCc3ccccc3)nc1N2 (stereo unspecified)
→ -8	33
> Cc1nnc(SCC(=O)N2CCOCC2)c2ccccc12
→ 6	36
> COc1ccc(C2C(C(=O)c3cccs3)=C(O)C(=O)N2c2nnc(C)s2)cc1OC (stereo unspecified)
→ 39	13
> COc1ccccc1C(=O)NCCc1nc2ccccc2[nH]1
→ 44	18
> CC(C)c1ccccc1N=C1SCCN1C1CCS(=O)(=O)C1 (stereo unspecified)
→ -11	40
> Cc1c(C(=O)Nc2cnccn2)oc2ccccc12
→ -5	21
> Cc1ccc(-c2nn(-c3ccccc3)cc2CO)o1
→ 1	19
> Cc1cc(CN2CCOCC2)c(O)c(C2(C)CCCCC2)c1
→ 13	17
> O=C(c1cccc(Br)c1)N1CCN(C(=O)N2CCOCC2)CC1
→ 26	13
> O=C1c2cnc3nc(SCc4ccc(Cl)cc4)nn3c2CC2c3ccccc3CCN12 (stereo unspecified)
→ 0	36
> CC(=O)N(c1ccc(Cl)cc1)c1c[nH]c2ccccc12
→ -43	57
> C=CCn1c(SCC(=O)NC2CCS(=O)(=O)C2)nc2sc(CC)cc2c1=O (stereo unspecified)
→ -20	46
> CCCc1cc(=O)[nH]c(SCC(=O)c2cc(C)n(C)c2C)n1
→ -84	33
> c1ccc(-n2nnnc2N2CCOCC2)cc1
→ -23	47

# Next part:
mHtt clearance,mHtt clearance grain fraction,molecule
-2,21,CCOC(=O)c1sc(NC(=O)c2c(C)noc2C)c(C(=O)OCC)c1C
9,34,CC(C)c1nnc(NC(=O)CCCCCN2C(=O)C3C4C=CC(C4)C3C2=O)s1 (stereo unspecified)
52,9.4,CCOC(=O)C1CCCN(S(=O)(=O)c2ccc(Br)s2)C1 (stereo unspecified)
32,13,Cc1cc(C)c2nc(-c3ccccn3)cc(C(=O)Nc3cc(C)on3)c2c1
-13,21,O=C1NC(=O)c2c(NC(=O)C3CCCO3)cccc21 (stereo unspecified)
12,38,O=C(Nc1ccc(Cl)cn1)C1CCCN1S(=O)(=O)c1ccc(Cl)cc1 (stereo unspecified)
25,30,O=C(Nc1ccc(Cl)cn1)C1CCCN1S(=O)(=O)c1ccccc1 (stereo unspecified)
-16,21,Oc1ccc(CN2CCN(c3ccccc3)CC2)c2cccnc12
-18,44,CC1CCCCN1Cc1nc2ccccc2c(=O)[nH]1 (stereo unspecified)
